Screening results as filed in PubChem.
HT1080 IDH1KD tx: HT-1080 IDH1 knockdown cell toxicity (counter line); HT-1080 IDH1 knockdown viability, ATP luminescence, 48 h; Potency, µM (titrated, usually from 46.1 µM), without a hit: top-dose activity, negative = toxicity, hits mostly cytotoxic; actives 2% (n = 360,000); AID 686971;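 further: potency means the concentration at half of the fitted maximal effect; 0% = DMSO wells and -100% = cell-free medium wells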
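Viability of IDH1-knockdown HT-1080 fibrosarcoma cells was assessed by CellTiter-Glo after 48 h at 37 °C with titrated compound; concentration-effect curves were classified by fit quality and response size.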
D3 ag: agonists of human D3 dopamine receptor; P35462; D3R DiscoveRx beta-arrestin cells, luminescence, 90 min; max activation, %; actives 0.58% (n = 410,000); AID 652048; in the data active means max activation above about 30%; further: 0% is about no effect; mostly tested at two doses, the higher about 12 µM
Target sequence (P35462 whole entry, looked up): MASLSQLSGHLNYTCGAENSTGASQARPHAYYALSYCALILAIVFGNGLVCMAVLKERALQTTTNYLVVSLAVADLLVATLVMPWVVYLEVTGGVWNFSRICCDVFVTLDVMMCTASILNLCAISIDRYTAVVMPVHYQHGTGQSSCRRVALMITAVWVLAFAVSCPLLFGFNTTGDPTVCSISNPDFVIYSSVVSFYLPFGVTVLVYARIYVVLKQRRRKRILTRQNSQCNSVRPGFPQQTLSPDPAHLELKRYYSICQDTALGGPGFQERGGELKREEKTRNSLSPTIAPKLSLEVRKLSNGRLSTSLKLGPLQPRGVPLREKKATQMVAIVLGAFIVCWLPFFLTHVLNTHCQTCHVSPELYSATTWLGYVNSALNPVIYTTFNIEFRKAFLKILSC
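Cells at 1500/well, incubated overnight, then treated with pinned compounds (dopamine as control) for 90 min at 37 degrees C. DiscoveRx reagent added for 30 - 60 minutes at room temperature; luminescence read.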
KB-V1 MDR tox: kills drug-selected multidrug resistant KB-V1 cells; actives 3.4% (n = 400,000); KB-V1 MDR cells viability, CellTiter-Glo, 72 h; Potency, µM (series often up to 46.1 µM), without a hit: top-dose activity change, negative = cytotoxicity, actives largely listed as cytotoxic; further: potency means the concentration at half of the fitted maximal effect; on the % scale 0 is the no-effect control and ±100 the full control effect; nearly all actives have a fitted effect of over 60% in size
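qHTS viability screen in drug-selected KB-V1 MDR cells: 72 h compound treatment at 37 degrees C, ATP luminescence end point.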
IL1B secr inh: inhibitors of inflammasome signaling (IL-1 beta secretion) | activity change, % at 57.5 µM | THP-1 LPS/ATP IL-1B secretion, AlphaLISA, 16 h; hits give low values | actives 4.7% (n = 360,000); in the data active means activity change below about -50%; inconclusive means mostly about -30% to -49%; further: on the % scale 0 is the no-effect control and ±100 the full control effect
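THP-1 cells pretreated 1 hr with compounds (up to 57.5 uM final), then stimulated with LPS (250 ng/mL final) plus ATP (1.25 mM final); secreted IL-1B measured by AlphaLISA after 16 hr, decreased signal indicating inhibition.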
DRD3 antagonist: blocks the human D3 dopamine receptor; actives 2.5% (n = 360,000); AID 652054; max response, negative = inhibition, %; D3R cells, DiscoveRx beta-arrestin luminescence, antagonist mode; hits give low values; in the data active means max response below about -50%; inconclusive means no clear call, values can overlap the other calls; further: on the % scale 0 is the no-effect control and ±100 the full control effect; mostly tested at two doses, the higher about 12 µM
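Cells expressing the human receptor were seeded at 1500 cells/well, incubated overnight at 37 degrees C in 5% CO2, then exposed to library compounds with dopamine controls for 90 minutes at 37 degrees C before luminescent detection.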
HT1080-NT tox: kills 2HG-producing HT-1080-NT fibrosarcoma cells; AID 686970; Potency, µM (doses to about 46.1 µM), inactives show at the top dose activity, negative = less viability, usual class: cytotoxic; actives 1.6% (n = 360,000); HT-1080-NT fibrosarcoma viability, CellTiter-Glo ATP luminescence, 48 h;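 further: NT is the 2HG producing partner of a matched IDH1 knockdown line; potency means the concentration at half of the fitted maximal effect; 0% = DMSO-treated cells and -100% = media-only wells without cells; nearly all actives have a fitted effect of over 55% in size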
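Luminescent CellTiter-Glo readout after 48 hours of compound exposure at 37 degrees C defined viability of HT-1080-NT cells. Activity was normalized to DMSO wells and cell-free media wells; concentration-response curves were fitted and assigned curve classes.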
SW480 rerep: inducers of DNA re-replication in SW480 colon cancer cells; AID 624297; SW480 DNA re-replication, Hoechst DNA content imaging, 48 h; Potency, µM (series often up to 46.1 µM), inactives show at the highest dose re-replication activation, most hits filed as activators; actives 1.8% (n = 340,000); further: potency means the concentration at half of the fitted maximal effect; % of control where 0% means no effect; nearly all actives have a fitted effect of over 55% in size
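Quantitative HTS format with DMSO vehicle controls; 48 hr drug incubation at 37 C, then 40 min Hoechst staining and scanning imager measurement at 405 nm excitation.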
KB-3-1 tox: KB-3-1 parental cell cytotoxicity | actives 1.4% (n = 400,000) | Potency, µM (top dose mostly 46.1 µM), without a hit: at the top dose activity change, negative = cytotoxic, most hits filed as cytotoxic | KB-3-1 viability, CellTiter-Glo ATP luminescence, 72 h; further: potency means the concentration at half of the fitted maximal effect; on the % scale 0 is the no-effect control and ±100 the full control effect; nearly all actives have a fitted effect of over 60% in size
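Luminescent ATP read-out (CellTiter-Glo) measures survival of drug-naive KB-3-1 cells after 72 h compound exposure at 37 °C. Titration series was screened from lowest to highest concentration, with DMSO vehicle plates as background controls.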
GLP-1R agonist: activates the human GLP-1 receptor | P43220 | HEK293 GLP-1R CRE-luciferase, luminescence, 4-6 h; cells express a hypersensitive GLP-1R form | Potency, µM (doses to about 45.6 µM), without a hit: top-dose activation, actives largely listed as activators | actives 0.007% (n = 380,000); further: potency means the concentration at half of the fitted maximal effect; % of control where 0% means no effect
Target sequence (P43220 whole entry, looked up): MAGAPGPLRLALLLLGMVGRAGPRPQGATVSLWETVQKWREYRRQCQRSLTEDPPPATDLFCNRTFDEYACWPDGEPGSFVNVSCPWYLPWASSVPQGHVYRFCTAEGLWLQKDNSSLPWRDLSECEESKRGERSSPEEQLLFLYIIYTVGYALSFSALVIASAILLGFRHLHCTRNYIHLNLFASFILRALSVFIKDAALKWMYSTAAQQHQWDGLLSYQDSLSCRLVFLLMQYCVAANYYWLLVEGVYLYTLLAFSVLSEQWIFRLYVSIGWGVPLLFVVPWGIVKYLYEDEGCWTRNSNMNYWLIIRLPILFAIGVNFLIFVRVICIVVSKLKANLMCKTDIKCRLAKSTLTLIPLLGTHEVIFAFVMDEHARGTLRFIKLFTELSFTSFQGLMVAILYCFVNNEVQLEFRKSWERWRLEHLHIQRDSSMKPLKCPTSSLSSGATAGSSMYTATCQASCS
* marks the source's active call; other numbers are inactive results; ? = inconclusive; nt = not tested or not shown; & = joins results of further samples; [ ] = remark or other dose. Unless noted, the call rests on the fitted dose curve; in most records, active means well fitted curve in the direction sought with a large enough effect; inconclusive means small, poorly fitted or top-dose-only effect, or another doubt; inactive means no such curve, though single readings can be large; an effect the other way counts as inactive or inconclusive. This is a random part of the collection. Share with any hit: about 12%.

SMILES	HT1080 IDH1KD tx	D3 ag	KB-V1 MDR tox	IL1B secr inh	DRD3 antagonist	HT1080-NT tox	SW480 rerep	KB-3-1 tox	GLP-1R agonist
N/C(=N\OC(=O)COc1ccc2ccccc2c1)c1ccccn1	?	1	-18%	-58*	9	?	-3%	-4%	1%
COc1c2c(cc3oc(=O)c4c5ccc(O)cc5oc4c13)OC(C)(C)CC2	-3%	11	0%	-15	110	0%	?	0%	-6%
COCCN1C(=O)C(O)=C(C(C)=O)C1c1ccc(OC)c(OC)c1 (stereo not drawn)	-1%	1	0%	-9	0	4%	0%	3%	-3%
COc1ccccc1CNc1nc2nc(C)c(C)c(=O)n2[nH]1	0%	-2	17%	-12	-2	16%	-4%	1%	-5%
CCOc1cccc(CNCCNC(=O)c2nonc2N)c1	-15%	-11&-18	?	14	-50*	-4%	-1%	3%&-13%	-5%&-8%
COc1cccc(C(=O)Nc2cc(C(=O)NCc3ccc(C)cc3)ccc2N2CCC3(CC2)CC(c2cccc(Br)c2)=NO3)c1	0%	3	0%	-5	-10	0%	-1%	3%	2%
O=C(Nc1cc(=O)c2ccccc2o1)N1CCCCC1	-2%	19	12µM*	2	48	-13%	15%	-21%	12%
COc1ccc2nc(SCc3ccccc3)nc(C)c2c1	-3%	6	-23%	-7	15	-10%	-1%	4%	?
O=[N+]([O-])c1ccc(OCc2nnc(-c3ccccc3)o2)cc1	-5%	-5	-4%	32	?	1%	0%	9%	11%
Cc1nn(Cc2noc(C(=O)NCCc3ccccn3)n2)c(C)c1Br	-4%	2	-4%	18	20	1%	-37%[inhibitor]	-26%	9%
CC(C)Nc1nc(NC(N)=S)nc(NC(C)(C)C)n1	8%	3	-1%	0	-2	9%	2%	?	22%
Cc1ccccc1OCCCCc1c(C)n[nH]c1C	?	17	?	-17	60	?	?	-6%	0%
C=CCN(CC(=O)NC1CCS(=O)(=O)C1)S(=O)(=O)c1ccccc1C(F)(F)F (stereo not drawn)	23%	4	?	16	-9	9%	-8%	8%	1%
O=c1/c(=C\c2ccc(F)cc2)sc2n1CCCN=2	-17%	-4	-20%	0	9	0%	-5%	-5%	9%
O=C(c1ccc(F)cc1)C1CCN(C(=O)c2ccccc2F)CC1	10%	-12	-4%	-15	4	-16%	-13%	12%	0%
Cn1c(=O)c2c(nc(NCc3ccc4c(c3)OCO4)n2Cc2ccc(F)cc2)n(C)c1=O	?	2	?	-18	42	?	?	?	5%
COc1ccccc1C1CC(c2ccc(Br)cc2)=NN1C(=O)c1cccnc1 (stereo not drawn)	15µM*	-1	?	-52*	-11	?	?	?	10%
O=C(CCn1c(=O)c2cccn2c2ccccc21)Nc1ccc(F)cc1	?	-20&-25	-1%	46	-65*	?	-15%	-6%	17%
C#CCOCCOCCOCCNc1nc(N2CCN(C(=O)Cn3cc(CC(C)O)nn3)CC2)nc(N2CCN(C(=O)[C@H](C)n3cc(CCCN=C(N)N)nn3)CC2)n1 (stereo partly drawn)	-1%	-25	-4%	12	-17	2%	-1%	2%	-3%
Cc1ccc(CNc2ccc(O)cc2)cc1	?	14	-1%	-95*	-53*	?	?	13%	?
COc1ccc(Cl)cc1NC(=S)N(Cc1cccnc1)Cc1ccco1	-1%	-7	?	-1	4	-3%	-3%	1%	-1%
COc1ccccc1-c1coc2cc(OCC(=O)OCc3ccccc3)ccc2c1=O	10%	-5	-8%	37	-26	17%	-9%	7%	-6%
CCCOC(=O)C1=C(C)NC2=C(C(=O)CCC2)C1c1cc(OC)ccc1OC (stereo not drawn)	-3%	-7	0%	-8	3	1%	22%	0%	-1%
COCc1nnc(NC(=O)CC(c2ccccc2)c2ccccc2)s1	16%	-7	-7%	7	12	8%	-3%[9.22 µM]	5%	-16%
Cc1ccc(S(=O)(=O)N2CCN(C(=O)c3ccco3)CC2)c(C)c1	-6%	0	-15%	16	-6	-1%	-8%	-2%	5%

No new results follow: 11 of the compounds above.
SMILES	HT1080 IDH1KD tx	D3 ag	KB-V1 MDR tox	IL1B secr inh	DRD3 antagonist	HT1080-NT tox	SW480 rerep	KB-3-1 tox	GLP-1R agonist
O=C(c1ccc(F)cc1)C1CCN(C(=O)c2ccccc2F)CC1	10%	-12	-4%	-15	4	-16%	-13%	12%	0%
Cn1c(=O)c2c(nc(NCc3ccc4c(c3)OCO4)n2Cc2ccc(F)cc2)n(C)c1=O	?	2	?	-18	42	?	?	?	5%
COc1ccccc1C1CC(c2ccc(Br)cc2)=NN1C(=O)c1cccnc1 (stereo not drawn)	15µM*	-1	?	-52*	-11	?	?	?	10%
O=C(CCn1c(=O)c2cccn2c2ccccc21)Nc1ccc(F)cc1	?	-20&-25	-1%	46	-65*	?	-15%	-6%	17%
C#CCOCCOCCOCCNc1nc(N2CCN(C(=O)Cn3cc(CC(C)O)nn3)CC2)nc(N2CCN(C(=O)[C@H](C)n3cc(CCCN=C(N)N)nn3)CC2)n1 (stereo partly drawn)	-1%	-25	-4%	12	-17	2%	-1%	2%	-3%
Cc1ccc(CNc2ccc(O)cc2)cc1	?	14	-1%	-95*	-53*	?	?	13%	?
COc1ccc(Cl)cc1NC(=S)N(Cc1cccnc1)Cc1ccco1	-1%	-7	?	-1	4	-3%	-3%	1%	-1%
COc1ccccc1-c1coc2cc(OCC(=O)OCc3ccccc3)ccc2c1=O	10%	-5	-8%	37	-26	17%	-9%	7%	-6%
CCCOC(=O)C1=C(C)NC2=C(C(=O)CCC2)C1c1cc(OC)ccc1OC (stereo not drawn)	-3%	-7	0%	-8	3	1%	22%	0%	-1%
COCc1nnc(NC(=O)CC(c2ccccc2)c2ccccc2)s1	16%	-7	-7%	7	12	8%	-3%[9.22 µM]	5%	-16%
Cc1ccc(S(=O)(=O)N2CCN(C(=O)c3ccco3)CC2)c(C)c1	-6%	0	-15%	16	-6	-1%	-8%	-2%	5%

Next records follow:
SMILES	HT1080 IDH1KD tx	D3 ag	KB-V1 MDR tox	IL1B secr inh	DRD3 antagonist	HT1080-NT tox	SW480 rerep	KB-3-1 tox	GLP-1R agonist
Cc1ccc(-c2c(C)n3c4c(=O)n(C)c(=O)n(C)c4nc3n2CCCO)cc1	nt	37*	6.5µM*	nt	nt	nt	nt	?	-9%
COC(=O)CSc1nnc(-c2ccc(S(=O)(=O)N3CCCCC3)cc2)o1	3%	-2	16%	0	4	4%	-2%	-2%	-11%
CCN(CC)S(=O)(=O)c1ccc(N2CCOCC2)c(NC(=O)c2cc(Cl)c3c(c2)OCO3)c1	0%	6	-26%	-8	24	-13%	-4%	-4%	-1%
O=C(N/N=C/c1ccncc1)c1nn(Cc2ccccc2)c(=O)c2ccccc12	-1%	3	?	-7	12	-2%	-14%	-4%	10%
Cc1cccc(OCc2nc(C#N)c(NCCN(C)C)o2)c1	-9%	-4	0%	7	7	3%	-9%	17%	-4%
COc1ccc(/C=C2\SC(=S)N(CC3CCCO3)C2=O)cc1 (stereo not drawn)	4%	-3	0%	-12	9	4%	-3%[9.22 µM]	3%	4%
CCC1CCCCN1C(=O)c1ccc(OC2CCN(C(=O)CCOC)CC2)cc1 (stereo not drawn)	8%	7	-6%	19	19	3%	8%	-3%	-3%
Cc1ccc(C2C(C(=O)c3sc(C)nc3C)=C(O)C(=O)N2CCN(C)C)o1 (stereo not drawn)	5%	-7	8%	-11	-8	3%	-3%	2%	0%
Nc1cc(C2CCCC2)nn1-c1ccccc1	-18%	4	3%	0	-6	-11%	-3%	-2%	-7%
COC(=O)CSc1nc(-c2cccs2)ccc1C#N	-3%	-11	15%	57	-13	3%	?	-11%	18%
O=C(Nc1ccc2c(c1)OCO2)c1cc(-c2ccc(O)cc2)on1	2.1µM*	4	-5%	-11	14	2.1µM*	?	-11%	-3%
O=C1C2C3C=CC([C@@H]2C(=O)N1Cc1cccnc1)C31CC1 (stereo partly drawn)	-1%	0	6%	-5	2	2%	-1%	16%	0%
CC1CN(S(=O)(=O)c2cccc(C(=O)NCCCn3ccnc3)c2)CC(C)O1 (stereo not drawn)	-5%	1	6%	7	-8	-4%	1%	11%	-4%
Cc1ccc(-c2nc(N)n(S(C)(=O)=O)n2)cc1	-1%	5	?	-2	-25	15%	-4%	13%	29%
COc1cccc(-c2nc(CS(=O)CC(=O)NC(C)CCc3ccccc3)c(C)o2)c1 (stereo not drawn)	-1%	5	-14%	10	4	-9%	-1%	-4%	-5%
Cc1cccc(NC(=O)[C@@H](NC(=O)[C@@H]2Cc3ccccc3CN2)C(C)C)c1	-2%	-7	?	10	-24	-7%	?	2%	-4%
COc1ccc(N2Cc3cccc(C(=O)N4CCOCC4)c3C2=O)cc1	6%	1	-1%	-1	-26	7%	2%[9.22 µM]	16%	-2%
CC1(c2ccc(OC(F)F)cc2)NC(=O)N(CC(=O)Nc2ccc3[nH]c(=O)[nH]c3c2)C1=O (stereo not drawn)	11%	-6	19%	39	-14	1%	?	3%	5%
CCN(CC)CCNC(=O)C1c2cc(OC)c(OC)cc2C(=O)N(C)C1c1cccs1 (stereo not drawn)	-1%	-17	?	20	-98*	-11%	-13%	0%	-3%
CCOC(=O)N1CCN(C(=O)CSc2nc3c(cnn3-c3ccc(Cl)cc3)c(=O)[nH]2)CC1	6%	4	-4%	17	19	3%	-7%	-2%	-4%
N#CC1=C(N)Oc2cc(N)ccc2C1C1CCCCC1 (stereo not drawn)	8.2µM*	-4	?	?	16	21µM*	18µM*	5.8µM*	1%
O=C(Cn1nnc(-c2ccc(Cl)cc2)n1)NCc1ccc(F)cc1	nt	0	-4%	nt	nt	nt	nt	8%	-1%
COCCNC(=O)c1ccccc1NC(=O)c1ccc(Cl)c(S(=O)(=O)Nc2ccc(C)cc2C)c1	-22%	4	-24%	-8	-4	-9%	4%	-5%	2%
